Screening results (PubChem)
Sm TGR inh = inhibitors of Schistosoma mansoni thioredoxin glutathione reductase | Q962Y6 | purified TGR, DTNB reduction, TNB absorbance 405 nm | Potency, µM (series often up to 114 µM), without a hit: top-dose activity change, negative = inhibition, hits mostly inhibitors | hit rate 3% among 360,000 | AID 485364; also: potency is read from the fitted curve at half-maximal effect; nearly all actives have a fitted effect of over 60% in size
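First, TGR (20 nM dispensed) and NADPH were mixed with compound. Second, a 15 min room-temperature incubation followed. Third, further NADPH and then DTNB were added to start the reaction. Finally, TNB absorbance was monitored kinetically.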
AmpC inh no detg = AmpC beta-lactamase inhibition without detergent | Potency, µM (titrated, usually from 57.1 µM), without a hit: at the highest dose activity change, negative = inhibition, most hits filed as inhibitors | hit rate 0.52% among 330,000 | AmpC nitrocefin hydrolysis, absorbance 480 nm, 0.0001% Triton | AID 485341;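 also: potency is read from the fitted curve at half-maximal effect; plate controls were no compound for no effect and no enzyme for full effect; nearly all actives have a fitted effect of over 20% in size; some results filed as inactive show a strong effect at the top dose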
Target sequence (P00811 whole entry, looked up): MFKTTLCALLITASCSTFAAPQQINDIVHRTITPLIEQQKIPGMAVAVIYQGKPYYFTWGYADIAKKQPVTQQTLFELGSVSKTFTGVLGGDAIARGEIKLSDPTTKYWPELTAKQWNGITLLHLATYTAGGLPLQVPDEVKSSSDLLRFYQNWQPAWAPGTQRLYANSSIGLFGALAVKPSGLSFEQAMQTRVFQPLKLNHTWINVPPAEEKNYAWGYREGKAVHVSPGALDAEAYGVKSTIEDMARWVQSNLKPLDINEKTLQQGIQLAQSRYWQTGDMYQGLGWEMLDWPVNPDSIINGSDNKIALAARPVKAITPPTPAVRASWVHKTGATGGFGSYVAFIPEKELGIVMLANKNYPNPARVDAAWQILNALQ
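AmpC (5.3 nM in the dispensed reagent) in 20 mM phosphate pH 7.0 with 0.01% (detergent screen) or 0.0001% Triton X-100 was preincubated with compounds for 15 min at room temperature. Nitrocefin was then added from an 800 uM solution, and hydrolysis was followed at 480 nm.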
HCMV antiviral = human cytomegalovirus inhibition; activity change, negative = inhibition, % at 57.5 µM; hit rate 4.5% among 410,000; HFF cells, HCMV-luciferase reporter, 72 h; stronger effect = lower value; in the data active = activity change below about -60%; inconclusive = no clear call, values can overlap the other calls; inactive = above about -39%
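Steps: HFFs plated, 16 h 37C; compounds added; HCMV-luciferase added to MOI 1 PFU/cell; 72 h 37C; OneGlo reagent, 5 min room temperature; luminescence read, normalized to controls.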
Giardia FBPA inh = Giardia lamblia aldolase inhibition; AID 2451; hit rate 0.71% among 290,000; A8B2U2; Potency, µM (series often up to 59.6 µM), for inactives: top-dose activity, negative = inhibition, usual class: inhibitors; purified Giardia FBPA; also: potency is read from the fitted curve at half-maximal effect; nearly all actives have a fitted effect of over 55% in size
Target sequence (A8B2U2 whole entry, looked up): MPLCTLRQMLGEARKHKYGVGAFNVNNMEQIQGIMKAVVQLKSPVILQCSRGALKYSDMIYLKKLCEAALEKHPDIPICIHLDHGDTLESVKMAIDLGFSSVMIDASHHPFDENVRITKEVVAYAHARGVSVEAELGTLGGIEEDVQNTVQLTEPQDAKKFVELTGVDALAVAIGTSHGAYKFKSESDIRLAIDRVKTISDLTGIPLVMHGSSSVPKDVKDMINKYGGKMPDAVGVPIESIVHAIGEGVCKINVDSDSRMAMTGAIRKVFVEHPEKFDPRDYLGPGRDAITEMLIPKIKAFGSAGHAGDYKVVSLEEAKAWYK
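Giardia FBPA (40 nM reagent) was preincubated 10 min at RT with compound (up to 57.5 uM final), then substrate plus GAPDH/TPI/NAD/arsenate coupling system with diaphorase/resazurin was added; resorufin fluorescence (525/598 nm) was read after 20 min.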
AmpC inh detg = inhibitors of E. coli AmpC beta-lactamase with detergent; hit rate 0.041% among 370,000; Potency, µM (top dose mostly 114 µM), inactives show at the highest dose activity change, negative = inhibition, hits mostly inhibitors; P00811; AmpC hydrolysis of nitrocefin, absorbance 480 nm, 0.01% Triton; AID 485294;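 also: potency is read from the fitted curve at half-maximal effect; 0% = no-compound wells and -100% = no-enzyme wells; nearly all actives have a fitted effect of over 25% in size; some results filed as inactive show a strong effect at the top dose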
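AmpC (5.3 nM in the dispensed reagent) in 20 mM phosphate pH 7.0 with 0.01% (detergent screen) or 0.0001% Triton X-100 was preincubated with compounds for 15 min at room temperature. Nitrocefin was then added from an 800 uM solution, and hydrolysis was followed at 480 nm.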
HCV inh = inhibitors of hepatitis C virus infection; Huh7.5.1 HCVcc-Cre infection, luciferase reporter, 44 h; Potency, µM (doses to about 41.8 µM), for inactives: at the highest dose activity change, negative = inhibition, hits mostly inhibitors; hit rate 3.4% among 340,000; also: potency is read from the fitted curve at half-maximal effect
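Cells (1,000/well) were plated 4 h before compound, then infected with HCVcc-Cre virus (~0.5 moi). After 44 h further culture, infection was read as luciferase luminescence following a 15 min substrate incubation at room temperature.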
* marks the source's active call; other numbers are inactive results; ? = inconclusive; . = no result given; [ ] = another dose, or the depositor's remark. Unless noted, calls follow the shape of the dose curve; as a rule, active = well fitted curve in the direction sought with a large enough effect; inconclusive = small, poorly fitted or top-dose-only effect, or another doubt; inactive = no such curve, though single readings can be large; an effect the other way counts as inactive or inconclusive. Unless noted, % is scaled to controls: 0 for no effect and ±100 for the full control effect. This is a random part of the collection; any-hit rate near 9.9%.

| compound | HCMV antiviral | AmpC inh detg | AmpC inh no detg | Giardia FBPA inh | Sm TGR inh | HCV inh |
| --- | --- | --- | --- | --- | --- | --- |
| CCOC(=O)N1CCC(NC(=O)Cn2nc(Cc3ccncc3)c3ccccc3c2=O)CC1 | -1 | -1% | 13% | 0% | 5% | -10% |
| C=CCn1c(SCC(=O)Nc2ccc(O)cc2)nc2sc(CC)cc2c1=O | -5 | -3% | -50% | 5% | 2% | -16% |
| CCCCSc1nc(C)cc(SCC(=O)N/N=C/c2cccc(OC)c2O)n1 | 107 | 0% | -5% | 15% | 4% | ? |
| CCCCCC(=O)C(=O)c1ccc(O)cc1O | 45 | 7% | -26% | 19% | 2% | 18% |
| CCc1nc(Nc2cc(OC)ccc2OC)c2oc3ccccc3c2n1 | 10 | -5% | -3% | -14% | 14% | -24% |
| COC(=O)C1=C(C)NC(C)=C(C(=O)OC)C1c1ccc(N(C)C)cc1 | 45 | 1% | -12% | 3% | -10% | -6% |
| CC(C)c1ccc(NC(=O)C(=O)C2C(=O)Nc3ccccc32)cc1 (configuration not stated) | 111 | -2% | -18% | 26% | -1% | -6% |
| COc1ccc(CCNC(=O)c2ccc3c(c2)N(Cc2cccc(Cl)c2)C(=O)CS3)cc1OC | -61* | -7% | . | . | -10% | . |
| CCN(CC)C(=O)c1sc2nc(-c3ccccc3)ccc2c1N | 73 | 0% | 68%[activator] | -15% | 4% | ? |
| Cc1cc(C(=O)O)ccc1-c1ccc(/C=N/n2cnnc2)o1 | ? | -14% | 0% | 5% | -9% | 4% |
| Cc1ccc(NCCNc2ccc(C)cc2)cc1 | 6 | ? | -36% | 0% | 7% | 10% |
| O=c1oc2ccc(Br)cc2cc1-c1csc(-c2ccccc2)n1 | 2 | 7% | . | . | -1% | . |
| CCCCCOC(=O)C1=C(C)NC(=O)NC1c1ccc(OC)cc1 (configuration not stated) | 22 | 2% | -4% | 6% | 1% | ? |
| Cc1ccc(CN(C(=O)COc2c(C)cccc2C)C2CCS(=O)(=O)C2)o1 (configuration not stated) | ? | 14% | . | . | -4% | . |
| CCOC(=O)c1sc2nc(CSc3nc4ccccc4n3CC)[nH]c(=O)c2c1C | -12 | -14% | -2% | 1% | -9% | 19% |
| CCOC(=O)[C@H]1[C@H]2COc3ccc(Cl)cc3[C@@H]2N2C(=O)CN(CC3CCCO3)C(=O)[C@@]12C (some centres not stated) | 6 | 3% | 183%[activator] | . | -21% | 18% |
| Cn1c(C(=O)N2CCOCC2)cnc1Sc1ncc(C(F)(F)F)cc1Cl | 13 | -4% | 0% | 0% | 34% | 1% |
| CCCn1c(CCC(=O)O)ccc1-c1ccc(OC)cc1 | -6 | 3% | . | 3% | 40µM* | -1% |
| COc1ccc(S(=O)(=O)N(CC(=O)N2CCN(c3ccccc3OC)CC2)c2ccccc2)cc1 | . | -6% | 139%[activator] | -6% | 0% | ? |
| N#CCCn1c2ccccc2c2nc3ccccc3nc21 | 56 | ? | -4% | -4% | 0% | -11% |
| CCOc1ccc(NS(=O)(=O)c2ccc3c(c2)N(C(C)=O)CC3)cc1 | -36 | -6% | -23% | 6% | -1% | 10% |
| CC(=O)N/C(=C/c1ccc([N+](=O)[O-])cc1)C(=O)O | -5 | 5% | -17% | -1% | -4% | 23% |
| O=C(COc1ccc([N+](=O)[O-])cc1)NNC(=O)c1cccs1 | -26 | 1% | -10% | 3% | . | 7% |
| CC(=O)Nc1ccc(S(=O)(=O)NCc2cccnc2)cc1 | -6 | -2% | -7% | 0% | 5% | 36%[activator] |
| COc1ccc(CN2C(=O)Cc3c2nc(N)c2c(N)nc(N4CCOCC4)c(C#N)c32)cc1 | 12 | -11% | 25% | ? | -15% | ? |
| COCCNC(=O)C(c1ccc(O)cc1)N(Cc1ccco1)C(=O)CCC(=O)Nc1ccccn1 (configuration not stated) | 7 | -1% | -5% | 3% | 21% | -1% |
| Cn1cccc/c1=N\c1cccc[n+]1C | -74* | -1% | -17% | -3% | -6% | 3.5µM* |
| CC(C)(C)C1CCc2c(sc(NC(=O)c3cccs3)c2C(N)=O)C1 (configuration not stated) | ? | -7% | -32% | -1% | -6% | -15% |
| Cc1ccc(NC(=O)NCc2cccnc2)cc1C | 44 | -6% | -4% | . | 1% | 3% |
| CCC(=O)N1CC2(c3ccccc3)CN(C(=O)CC)CC(c3ccccc3)(C1)C2=O | -2 | -8% | -1%[2.29 µM] | 1% | -10% | -7% |

More structures follow.
| compound | HCMV antiviral | AmpC inh detg | AmpC inh no detg | Giardia FBPA inh | Sm TGR inh | HCV inh |
| --- | --- | --- | --- | --- | --- | --- |
| Cc1ccc(-c2cc(-c3ccccc3)cc(-c3ccccc3)[n+]2-c2ccc(C(=O)O)cc2)cc1 | -17 | -8% | -11% | . | 0% | -7% |
| O=C(C1CCCN(Cc2ccccc2F)C1)N1CCc2ccccc2C1 (configuration not stated) | -15 | -8% | 3% | 5% | -15% | 13% |
| CC(=O)NCCN1C(=O)C2C3c4ccccc4C(c4ccccc43)C2C1=O (configuration not stated) | 2 | ? | -5% | 4% | 9% | 11% |
| Cc1ncc(CO)c2c1OC(C)(C)OC2 | -25 | ? | -14% | 3% | 0% | 13% |
| CCOC(=O)NC1(C(F)(F)F)C(=O)NC(C)=C1C(=O)OC (configuration not stated) | -20 | ? | -8% | 10% | 4% | 15% |
| CN(NC(=O)NN)c1ncc(C(F)(F)F)cc1Cl | 19 | -4% | -26% | 3% | 3% | -12% |
| OCC1(Cc2ccccc2F)CCCN(Cc2c(F)ccc(F)c2F)C1 (configuration not stated) | -36 | ? | 16% | 0% | -25% | 29% |
| Nc1[nH]n2c(=O)cc(-c3ccccc3)nc2c1N=Nc1ccccc1 | -79* | ? | -35% | 3% | 3% | -28% |
| Cc1c(C(=O)c2ccccc2C(=O)O)sc2ccccc12 | 32 | 1% | -22% | ? | 2% | 10% |
| O=C(COc1ccc2c(C(F)(F)F)cc(=O)oc2c1)NCc1cccs1 | -10 | -4% | -27% | 1% | -3% | 39%[activator] |
| CCC(=O)N(CCc1ccc(OC)c(OC)c1)Cc1cc2ccc(C)cc2n2nnnc12 | -4 | 1% | 3% | -3% | . | 10% |
| O=c1c(NCCc2ccccc2)c(-c2ccccc2)c1=O | -15 | 1% | -17% | 7% | -6% | -15% |
| CC(=O)c1ccc(N2CCN(C(=O)CCCn3c(=S)[nH]c4cc5c(cc4c3=O)OCO5)CC2)cc1 | 4 | -4% | -26% | -1% | 0% | ? |
| Cn1c(SCC(=O)Nc2cccc(S(=O)(=O)NC3=NCCCCC3)c2)nnc1-c1ccccc1 | -36 | -1% | -11% | 5% | 3% | 2% |
| COc1cc2c(cc1OC)C1(NCC2)C(=O)Nc2ccccc21 (configuration not stated) | 36 | -5% | -18% | 4% | -26%[11.4 µM] | -8% |
| C=CCOc1cccc(C(=O)NC(c2ccccc2)C(C)C)c1 (configuration not stated) | -19 | -4% | -26% | -1% | -1% | -15% |
| CCn1c(SC)nnc1C1CCN(S(=O)(=O)c2ccc(OC)cc2)CC1 | 12 | -7% | 8% | 1% | 1% | -18% |
| CC(NC(=S)Nc1ccccc1)C(c1cccs1)N1CCOCC1 (configuration not stated) | -26 | 0% | 5% | -4% | -7% | 3% |
| COc1ccc(NC(=O)COc2nsnc2N2CCOCC2)cc1 | -22 | -4% | -11% | 0% | 3% | 8% |
| O=C(Nc1ccc(Cl)cn1)c1ccc2c(c1)OCCO2 | -31 | 0% | -19% | -9% | . | -12% |
| Cc1ccc(S(=O)(=O)N/N=C/c2cnn(C)c2C)cc1 | 29 | ? | -8% | -4% | 0% | 10% |
| Cc1ccc(-c2cc(C(=O)NCc3cccnc3)no2)cc1 | 53 | 4% | -9% | 3% | -17% | -8% |
| COc1cc(NC(=S)NCCC(c2ccccc2)c2ccccc2)c(OC)cc1Cl | -38 | 0% | -6% | 0% | 3% | ? |
| CCOC(=O)c1c(C)[nH]c(C)c1C(=O)COC(=O)/C=C/c1ccccc1[N+](=O)[O-] | 161 | . | -15% | . | . | ? |
| Cn1cccc1C(=O)N1CCc2ccccc2C1 | . | -6% | 0% | 9% | 1% | 6% |
| Fc1cccc(C[n+]2csc3ccccc32)c1 | -7 | -15% | 1% | -24% | -32% | -13% |
| CCOC(=O)C1CCN(C(=O)Cc2c(C(=O)O)[nH]c3ccccc23)CC1 | 17 | ? | -15% | 8% | 15% | -3% |
| CC(C)N1C(=O)/C(=C/c2nc3ccccc3c(=O)n2-c2ccccc2)c2ccccc21 | -105* | 5% | 43% | 20% | 2% | ? |
| COc1ccc(-n2cc(-c3ccccc3)c3c(N4CCCC(C)C4)ncnc32)cc1 (configuration not stated) | -16 | 1% | . | . | 0% | . |
| O=C(NCCCCc1ccccc1)c1ccc(Br)o1 | -14 | 2% | 1% | 3% | 4% | 4% |

The list goes on, overlapping the part above by 3 compounds.
| compound | HCMV antiviral | AmpC inh detg | AmpC inh no detg | Giardia FBPA inh | Sm TGR inh | HCV inh |
| --- | --- | --- | --- | --- | --- | --- |
| CC(C)N1C(=O)/C(=C/c2nc3ccccc3c(=O)n2-c2ccccc2)c2ccccc21 | -105* | 5% | 43% | 20% | 2% | ? |
| COc1ccc(-n2cc(-c3ccccc3)c3c(N4CCCC(C)C4)ncnc32)cc1 (configuration not stated) | -16 | 1% | . | . | 0% | . |
| O=C(NCCCCc1ccccc1)c1ccc(Br)o1 | -14 | 2% | 1% | 3% | 4% | 4% |
| CC(C)Cc1cc(C(=O)N2N=C(C(F)F)CC2(O)C(F)F)c2ccccc2n1 (configuration not stated) | -30 | -2% | -16% | 0% | -11% | ? |
| CSc1ncc(CN2CCCC(C(=O)c3ccccc3SC)C2)cn1 (configuration not stated) | 17 | -1% | 28% | 2% | -2% | -16% |
| CCNC(=S)Nc1cc(OCC)c(N2CCOCC2)cc1OCC | -18 | -6% | -31% | -26% | -10% | 10% |
| CCCN(C(=O)c1cc(Cl)nc2ccccc12)C1CCS(=O)(=O)C1 (configuration not stated) | 23 | -15% | -4% | . | -3% | 7% |

Among those listed so far, 8 contain fluorine.
| compound | HCMV antiviral | AmpC inh detg | AmpC inh no detg | Giardia FBPA inh | Sm TGR inh | HCV inh |
| --- | --- | --- | --- | --- | --- | --- |
| Cn1c(C(=O)N2CCOCC2)cnc1Sc1ncc(C(F)(F)F)cc1Cl | 13 | -4% | 0% | 0% | 34% | 1% |
| O=C(C1CCCN(Cc2ccccc2F)C1)N1CCc2ccccc2C1 (configuration not stated) | -15 | -8% | 3% | 5% | -15% | 13% |
| CCOC(=O)NC1(C(F)(F)F)C(=O)NC(C)=C1C(=O)OC (configuration not stated) | -20 | ? | -8% | 10% | 4% | 15% |
| CN(NC(=O)NN)c1ncc(C(F)(F)F)cc1Cl | 19 | -4% | -26% | 3% | 3% | -12% |
| OCC1(Cc2ccccc2F)CCCN(Cc2c(F)ccc(F)c2F)C1 (configuration not stated) | -36 | ? | 16% | 0% | -25% | 29% |
| O=C(COc1ccc2c(C(F)(F)F)cc(=O)oc2c1)NCc1cccs1 | -10 | -4% | -27% | 1% | -3% | 39%[activator] |
| Fc1cccc(C[n+]2csc3ccccc32)c1 | -7 | -15% | 1% | -24% | -32% | -13% |
| CC(C)Cc1cc(C(=O)N2N=C(C(F)F)CC2(O)C(F)F)c2ccccc2n1 (configuration not stated) | -30 | -2% | -16% | 0% | -11% | ? |
